Assay outcomes (PubChem BioAssay)
GALK inhibitor: inhibitors of human galactokinase; Purified GALK, Kinase-Glo residual ATP luminescence; Potency, µM (series often up to 57.5 µM), for the others: at the highest dose activity change, negative = inhibition, most hits filed as inhibitors; 270,000 compounds, 0.007% hits; AID 1868; also: potency is read from the fitted curve at half-maximal effect; % is scaled to controls: 0 for no effect and ±100 for the full control effect
Target sequence (P51570 whole entry, looked up): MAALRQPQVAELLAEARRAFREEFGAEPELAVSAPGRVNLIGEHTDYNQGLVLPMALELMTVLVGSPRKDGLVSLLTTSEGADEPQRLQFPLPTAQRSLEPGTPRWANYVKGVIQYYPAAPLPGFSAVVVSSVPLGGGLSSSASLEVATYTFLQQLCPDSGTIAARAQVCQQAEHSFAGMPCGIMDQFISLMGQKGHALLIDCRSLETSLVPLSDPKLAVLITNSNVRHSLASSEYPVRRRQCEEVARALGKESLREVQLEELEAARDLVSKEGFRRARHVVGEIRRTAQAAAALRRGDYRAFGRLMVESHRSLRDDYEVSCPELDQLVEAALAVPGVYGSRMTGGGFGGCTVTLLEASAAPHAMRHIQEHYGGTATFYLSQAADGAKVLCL
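The enzyme phosphorylates galactose (100 uM) using ATP (35 uM); inhibition is detected as higher residual ATP, quantified by bioluminescence after 1 h reaction at room temperature, pH 8.0.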
PKM2 act: PKM2 (human) enzyme activation; purified PKM2, Kinase-Glo ATP luminescence, activation; response scale: 0% is enzyme alone, no compound; Potency, µM (series often up to 57.5 µM), for the others: top-dose activation, usual class: activators; 260,000 compounds, 0.34% hits; AID 1631; also: potency is read from the fitted curve at half-maximal effect; % is scaled to controls: 0 for no effect and ±100 for the full control effect; nearly all actives have a fitted effect of over 55% in size
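Kinase-Glo luminescence reports ATP generated from ADP (0.1 mM) and PEP (0.5 mM) by purified hPK-M2 after 1 h at room temperature, pH 7.2 imidazole buffer; intermediate enzyme activity allows detecting inhibitors and activators.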
Menin-MLL TR inh: inhibitors of human menin-MLL interaction, mutant MLL peptide; O00255; Potency, µM (series often up to 61.6 µM), for the others: at the highest dose FP activity change, negative = inhibition, hits mostly inhibitors; 270,000 compounds, 0.23% hits; Menin + Texas Red MLL mutant peptide, fluorescence polarization; AID 1768; active = well fitted inhibition curve with a large enough effect in the polarisation, with a control signal flat, not every such curve was filed as active; inconclusive = small, poorly fitted or top-dose-only effect, or effect the other way, or a change in a side signal; inactive = no such curve, though single readings can be large or run the other way; the % refers to the polarisation; also: potency is read from the fitted curve at half-maximal effect; % of control where 0% means no effect; many of its hits are not listed in these tables
Target sequence (O00255 whole entry, looked up): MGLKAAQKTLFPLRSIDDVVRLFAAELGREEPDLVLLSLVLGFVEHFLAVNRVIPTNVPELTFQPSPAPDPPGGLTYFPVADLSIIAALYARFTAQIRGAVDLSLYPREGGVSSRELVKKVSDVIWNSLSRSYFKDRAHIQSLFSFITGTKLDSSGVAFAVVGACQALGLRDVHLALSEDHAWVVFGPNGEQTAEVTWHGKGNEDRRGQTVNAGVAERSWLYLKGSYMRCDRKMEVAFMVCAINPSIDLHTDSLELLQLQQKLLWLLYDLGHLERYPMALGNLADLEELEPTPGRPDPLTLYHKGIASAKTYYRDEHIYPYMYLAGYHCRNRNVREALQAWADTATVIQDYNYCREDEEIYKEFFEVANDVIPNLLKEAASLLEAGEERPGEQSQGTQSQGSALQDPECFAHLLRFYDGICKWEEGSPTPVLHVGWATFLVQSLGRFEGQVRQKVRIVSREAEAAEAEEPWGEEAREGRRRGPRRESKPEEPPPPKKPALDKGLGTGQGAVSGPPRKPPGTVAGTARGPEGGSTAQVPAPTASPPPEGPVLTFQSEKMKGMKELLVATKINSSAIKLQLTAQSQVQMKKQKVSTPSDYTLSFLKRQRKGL
BCR signal inh: blocks chronic active B-cell receptor signaling. 340,000 compounds, 0.05% hits. ABC-DLBCL IkBa-CBG/CBR reporter, luminescence ratio, 4 h. Potency, µM (titrated, usually from 46.1 µM), for the others: at the highest dose ratio change, negative = lower green/red ratio, usual class: inhibitors. AID 493014; active = well fitted inhibition curve with a large enough effect in the signal ratio, with a control signal flat, not every such curve was filed as active; inconclusive = small, poorly fitted or top-dose-only effect, or effect the other way, or a change in a side signal; the % refers to the signal ratio;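 also: potency is read from the fitted curve at half-maximal effect; plate controls were basal doxycycline-induced cells for no effect and cells given 10 µM MG132 for full effect; MG132 reads +100%, hits lower the ratio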
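Cell line TMD8 (human ABC DLBCL), stably expressing tet-inducible CBG68-IkBa fusion and CBR; IMDM/0.5% FBS; cpd up to 46 uM; dox induction, 4 h, 37C/5% CO2; dual luminescence; green/red ratio; MG132 control.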
Coupling enz: counter-screen for Giardia aldolase inhibitors: coupling enzyme system | activity change, negative = inhibition, % at 58.2 µM, hits read low | 290,000 compounds, 0.67% hits | AID 2472 | coupling enzyme system counterscreen, AmpLite Red fluorescence; in the data active = activity change below about -30%; also: % is scaled to controls: 0 for no effect and ±100 for the full control effect
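First, compound is pin-transferred into glyceraldehyde-3-phosphate coupling-enzyme reagent at 57.5 uM final and held 10 min at RT. Next, substrate, coupling system and AmpLite Red are added. After 20 min RT, fluorescence (525/598 nm) is read.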
* hit, by the source's call; ? = inconclusive; / = not tested or not shown; [ ] = remark or other dose. Unless noted, calls follow the shape of the dose curve; as a rule, active = well fitted curve in the direction sought with a large enough effect; inconclusive = small, poorly fitted or top-dose-only effect, or another doubt; inactive = no such curve, though single readings can be large; an effect the other way counts as inactive or inconclusive.

| smiles | PKM2 act | Menin-MLL TR inh | GALK inhibitor | BCR signal inh | Coupling enz |
| --- | --- | --- | --- | --- | --- |
| CCN(CC)CCn1c(-c2ccccc2)nc2c(NC3CCCCC3)nc(C)nc21 | 2% | -15% | / | / | 4 |
| COC(=O)[C@@]1(Cc2ccc(F)cc2)[C@H]2c3cc(C(=O)N(C)C)n(CCF)c3C[C@H]2CN1C(=O)c1ccccc1 | 2% | -6% | / | / | -1 |
| COC(=O)C1=C(C(=O)OC)[C@@H]2N(Cc3ccccc3)c3ccccc3[C@@]23C[C@@H](C(=O)OC)N(S(=O)(=O)c2ccc(C(F)(F)F)cc2)C3=N1 | -15%[11.5 µM] | -6%[11.7 µM] | / | / | -4 |
| CC(=O)N1C2(C=CC1(C)C(=O)NCc1ccc(C)o1)CCCCC2 (centres undefined) | 17% | -3% | / | / | 3 |
| O=S1(=O)c2ccccc2N=NN1Cc1cc(Cl)cc(Cl)c1 | 7% | ? | 6% | / | -9 |
| COC(=O)c1ccccc1NS(=O)(=O)c1cc2c3c(c1)CC(=O)N3CCC2 | / | / | / | 5% | / |
| COc1ccccc1CNC(=O)CCC1N=C2c3ccccc3N=C(SCC(=O)NCCc3ccccc3)N2C1=O (centres undefined) | / | / | / | ? | / |
| COc1ccc2nc(N(Cc3cccnc3)C(=O)C3CCCCC3)sc2c1 | / | / | / | ? | / |
| COc1cc2c(cc1OC)C(COc1ccc(F)cc1)N(C(=O)c1ccccc1F)CC2 (centres undefined) | / | / | / | -5% | / |
| Oc1c(C(c2ccccc2F)N2CCOCC2)sc2nc(-c3ccco3)nn12 (centres undefined) | / | / | / | ? | / |
| Fc1ccc(CSc2nc(NCc3ccccc3)c3ccccc3n2)cc1 | / | / | / | 18% | / |
| COc1cc(C2CC(=O)c3c([nH]c(C(=O)OC4CCCCC4)c3C)C2)cc(OC)c1OC (centres undefined) | / | / | / | 2% | / |
| CCN(CC)C(=O)c1sc2c(c1C)c(=O)n(-c1ccc(C)c(C)c1)c(=O)n2Cc1cccc(Cl)c1 | / | / | / | 4% | / |
| COc1ccc(-n2c(C)nc3cc(C(=O)NC4CCCCCC4)ccc32)cc1 | / | / | / | -2% | / |
| CCCCN(C)C(=O)C1CCC(CNS(=O)(=O)c2ccc(Cl)cc2)CC1 (centres undefined) | / | / | / | ? | / |
| Cc1cccc2sc(N(Cc3cccnc3)C(=O)C3CCCCC3)nc12 | / | / | / | ? | / |
| CCCCNC(=O)c1cnn2c(C)c(Cc3c(F)cccc3Cl)c(C)nc12 | / | / | / | ? | / |
| COc1cccc2cc(-c3csc(-c4ccc(Cl)cc4)n3)c(=O)oc12 | / | / | / | 1% | / |
| CCOc1ccc(S(=O)(=O)NCC(c2cccs2)S(=O)(=O)c2ccc(C)cc2)cc1 (centres undefined) | / | / | / | ? | / |
| COc1cccc(CSc2nc3n(n2)C(CC(C)C)C(C(=O)Nc2ccccc2C)=C(C)N3)c1 (centres undefined) | / | / | / | 12% | / |
| Cc1ccc(CNC(=O)CSCc2ccccc2C)cc1 | / | / | / | ? | / |
| CC(=O)Nc1ccc(S(=O)(=O)Nc2nc3n(n2)C(c2ccccc2)C=C(c2ccc(Cl)cc2)N3)cc1 (centres undefined) | / | / | / | -2% | / |
| Cc1cccc(Cn2c(CN3CCC(C(=O)NCCc4ccccc4)CC3)cc3ccccc32)c1 | / | / | / | ? | / |
| Cc1nn(CCCC(=O)Nc2cccc(C(F)(F)F)c2)c(=O)c2nn(-c3ccccc3)c(C)c12 | / | / | / | 9% | / |
| CCOC(=O)c1ccc(N2CCN(c3cccc(OC)c3)CC2)c(NC(=O)Nc2ccc(OCC)cc2)c1 | / | / | / | ? | / |
| CCOc1ccc(N2C(=O)N(Cc3c(F)cccc3Cl)c3ccccc3S2(=O)=O)cc1 | / | / | / | ? | / |
| CCN(c1ncnc2c1cnn2-c1ccc(C)cc1)C1CCCCC1 | / | / | / | 8% | / |
| CCc1cnc2c(c1SCCC(C)C)c(=O)n(C)c(=O)n2C | / | / | / | 1% | / |
| O=C(CC1N=C2c3ccccc3N=C(SCc3ccccc3F)N2C1=O)NCc1ccc2c(c1)OCO2 (centres undefined) | / | / | / | -24% | / |
| Cc1nc2ccccc2c(=O)n1-c1ccc(NC(=O)C(F)(F)F)cc1 | / | / | / | -24% | / |
| COc1ccc(C(=O)NCc2ccc3c(c2)CCN3C(=O)c2ccncc2)cc1 | / | / | / | 8% | / |
| COCCn1ccc2c(OCC(=O)Nc3ccccc3F)cccc2c1=O | / | / | / | ? | / |
| CCCCN(c1ccccc1)c1ncnc2c1cnn2-c1ccc(Cl)cc1 | / | / | / | ? | / |
| Cc1ccc(NC(=O)CSc2nccn2C2CCCC2)cc1Cl | / | / | / | 7% | / |
| CCOC(=O)c1ccccc1NC(=O)N1CCC(N2CCN(Cc3ccccc3)C(=O)C2=O)CC1 | / | / | / | 2% | / |
| COc1ccc(F)cc1S(=O)(=O)NCC(c1ccco1)S(=O)(=O)c1ccc(F)cc1 (centres undefined) | / | / | / | ? | / |
| Cc1onc(-c2ccccc2Cl)c1C(=O)Oc1ccc(Cl)cc1Cl | / | / | / | -3% | / |
| Cc1ccc(-n2ncc3c(NCCO)ncnc32)cc1Cl | / | / | / | ? | / |
| CCOc1ccccc1NC(=O)COc1cccc2c(=O)n(CCOC)ccc12 | / | / | / | ? | / |
| O=c1cc(-c2ccccc2)n2c(SCc3ccccc3Cl)nnc2[nH]1 | / | / | / | -3% | / |
| COc1cn(CC(=O)Nc2cc(C)cc(C)c2)c(CN2CCCCC2)cc1=O | / | / | / | -6% | / |
| CCN(CC)CCCNC(=O)CN1N=C(c2ccccc2)CCC1=O | / | / | / | -1% | / |
| CCn1c(=O)cc(SCC(=O)NCc2ccc(Cl)cc2)c2ccccc21 | / | / | / | -25% | / |
| COc1ccc(C(=O)NC(c2ccc(Cl)cc2)c2cc(Cl)c3cccnc3c2O)cc1 (centres undefined) | / | / | / | ? | / |
| O=C(CSc1nc(=O)n(Cc2cccnc2)c2c1CCC2)Nc1ccc(F)cc1F | / | / | / | -13% | / |
| CCCN(CCC)C(=O)c1c[nH]c2ccc(S(=O)(=O)N(C)c3ccc(OCC)cc3)cc2c1=O | / | / | / | 12% | / |
| COc1ccc(C(=O)NCC(c2cccs2)S(=O)(=O)c2ccc(F)c(C)c2)cc1 (centres undefined) | / | / | / | ? | / |
| Fc1ccc(CNc2ncnc3c2c(-c2ccccc2)cn3-c2ccccc2)cc1 | / | / | / | 21% | / |
| COc1ccc(CC(=O)NCCc2sc3nc(-c4ccc(OC)cc4)nn3c2C)cc1 | / | / | / | 15% | / |
| CCn1ccc2c(OCC(=O)Nc3ccc(C)c(Cl)c3)cccc2c1=O | / | / | / | ? | / |
| N#Cc1c(NC(=O)c2cc3nc(-c4ccc(Br)cc4)cc(C(F)(F)F)n3n2)sc2c1CCCC2 | / | / | / | 3% | / |
| CCn1ccc2c(OCC(=O)NCc3ccc(F)cc3)cccc2c1=O | / | / | / | -8% | / |
| CCCNc1ncnc2c1c(-c1ccccc1)cn2-c1ccc(OCC)cc1 | / | / | / | ? | / |
| COc1ccc(-n2nc3c(c2NC(=O)C(=O)N2CCN(C)CC2)CSC3)cc1 | / | / | / | -3% | / |
| COc1ccc(OCC(=O)NCc2ccc3c(c2)CCN3C(=O)c2cccc(C)c2)cc1 | / | / | / | ? | / |
| Cc1cc(C)cc(NC(=O)c2sc3nc4n(c(=O)c3c2C)N=C(c2ccc(F)cc2)CS4)c1 | / | / | / | -2% | / |
| O=C(Nc1ccc(Cl)cc1Cl)c1cc(S(=O)(=O)N2CCC3(CC2)OCCO3)ccc1F | / | / | / | -4% | / |
| O=C(Cn1c(=O)oc2cc(S(=O)(=O)N3CCCC3)ccc21)Nc1ccc(OC(F)(F)F)cc1 | / | / | / | ? | / |
| O=C(O)Cn1nnc(-c2ccc(OCc3cccc(C(F)(F)F)c3)cc2)n1 | / | / | / | 15% | / |
| CC(=O)Nc1cccc(NC(=O)CSc2nccn2C2CCCC2)c1 | / | / | / | -7% | / |

New compounds follow:
| smiles | PKM2 act | Menin-MLL TR inh | GALK inhibitor | BCR signal inh | Coupling enz |
| --- | --- | --- | --- | --- | --- |
| CCCCN(C)CCCNC(=O)CN1N=C(c2ccc(OC)cc2)CCC1=O | / | / | / | ? | / |
| CCCCOc1ccc(C2C(=O)N(C3CCCCC3)CC(=O)N2C2CCCCC2)cc1 (centres undefined) | / | / | / | 0% | / |
| CCC(CC)C(=O)N1CCc2cc(OC)c(OC)cc2C1COc1ccccc1OC (centres undefined) | / | / | / | 4% | / |
| CCOc1ccc(-n2c(C)nc3cc(C(=O)NCc4ccc(C)cc4)ccc32)cc1 | / | / | / | -2% | / |
| CCOC(=O)CSc1nc2cc3c(cc2c(=O)n1Cc1ccc(C(=O)NCCc2ccc(OC)c(OC)c2)cc1)OCO3 | / | / | / | 0% | / |
| COc1cccc2sc(NC(=O)CS(=O)(=O)c3ccc(C)cc3)nc12 | / | / | / | ? | / |
| COCC(C)Nc1ncnc2c1cnn2-c1ccc(C)c(C)c1 (centres undefined) | / | / | / | -2% | / |
| CCOc1ccc(C(=O)Nc2ccc3nn(-c4ccc(OC)c(Cl)c4)nc3c2)cc1 | / | / | / | -3% | / |
| COCCNC(=O)CSc1nnc2[nH]c(=O)cc(C)n12 | / | / | / | 9% | / |
| COc1ccc(CCC(=O)NCc2ccc3c(c2)CCN3C(=O)c2ccc(Cl)cc2)cc1 | / | / | / | 0% | / |
| CC(=O)N1c2ccc(S(=O)(=O)Nc3ccc(Cl)cc3C)cc2CC1C (centres undefined) | / | / | / | 11% | / |
| Cc1cccc(NC(=O)Cn2c(=O)n(-c3ccccc3Cl)c(=O)c3c(C)c(C(=O)N(C)C)sc32)c1 | / | / | / | -8% | / |
| CCCCNC(=O)CSC1=Nc2ccccc2C2=NC(CCC(=O)NCc3ccccc3OC)C(=O)N12 (centres undefined) | / | / | / | -1% | / |
| CCc1ccc(NC(=O)CSc2ccnc(=O)[nH]2)cc1 | / | / | / | -14% | / |
| COc1ccc(C)cc1NC(=O)c1cc(S(=O)(=O)NCCC2=CCCCC2)ccc1F | / | / | / | 12% | / |
| CCOC(=O)c1ccc(N2CCN(c3cc(Cl)ccc3C)CC2)c(NC(=O)Nc2ccc(OCC)cc2)c1 | / | / | / | 0% | / |
| Cc1ccc(NC(=O)/C=C\C(=O)N(c2ccc(C(C)C)cc2)C(C(=O)NCc2ccco2)c2ccc(F)cc2)cc1 (centres undefined) | / | / | / | -7% | / |
| CCOc1ccc2nc(NC(=O)CS(=O)(=O)c3ccc(Cl)cc3)sc2c1 | / | / | / | -48% | / |

Only Menin-MLL TR inh, PKM2 act and BCR signal inh, for some of the entries so far:
SMILES	Menin-MLL TR inh	PKM2 act	BCR signal inh
COC(=O)[C@@]1(Cc2ccc(F)cc2)[C@H]2c3cc(C(=O)N(C)C)n(CCF)c3C[C@H]2CN1C(=O)c1ccccc1	-6%	2%	/
COc1cccc(CSc2nc3n(n2)C(CC(C)C)C(C(=O)Nc2ccccc2C)=C(C)N3)c1 (centres undefined)	/	/	12%
CCc1ccc(NC(=O)CSc2ccnc(=O)[nH]2)cc1	/	/	-14%

These rows are one share of the data; rates above refer to the full screens.
